697 NFkB inh – inhibitors of PMA/ionomycin-induced NF-kB reporter, 697 cells, primary screen, B-cell NF-kB inhibitor project, cell-based, luminescence, uHTS; inhibition, % at 4 µM; 697 B-cell NF-kB luciferase reporter, 16 h; 330,000 compounds, 0.33% hits; in the data active = inhibition above about 35%
Gli-Sufu block – Gli-Sufu pathway antagonists, primary screen, luciferase luminescence, Sufu-KO-LIGHT cells, uHTS. Sufu-KO-LIGHT fibroblasts, Gli luciferase reporter luminescence. inhibition, % at 5 µM. AID 588413, 2011. 340,000 compounds, 0.74% hits;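 active = inhibition above about 55%, limit read from the data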;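 also: 0% = DMSO-treated cells and 100% = wells with medium but no cells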
EBI2 antag – EBI2 receptor antagonists, beta-arrestin recruitment, primary screen, cell-based, luminescence, 7a,25-OHC stimulation, uHTS; inhibition, % at 5 µM; 7a,25-OHC stimulated; G-protein coupled receptor 183 (Homo sapiens), P32249; 360,000 compounds, 0.81% hits; in the data active = inhibition above about 38%;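 also: enzyme fragment complementation signal reports receptor beta-arrestin coupling in cells; 0% = agonist plus DMSO wells and 100% = wells without agonist; some results beyond the cut were filed as inactive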
Target sequence (P32249 whole entry, looked up, the tested form may be a part): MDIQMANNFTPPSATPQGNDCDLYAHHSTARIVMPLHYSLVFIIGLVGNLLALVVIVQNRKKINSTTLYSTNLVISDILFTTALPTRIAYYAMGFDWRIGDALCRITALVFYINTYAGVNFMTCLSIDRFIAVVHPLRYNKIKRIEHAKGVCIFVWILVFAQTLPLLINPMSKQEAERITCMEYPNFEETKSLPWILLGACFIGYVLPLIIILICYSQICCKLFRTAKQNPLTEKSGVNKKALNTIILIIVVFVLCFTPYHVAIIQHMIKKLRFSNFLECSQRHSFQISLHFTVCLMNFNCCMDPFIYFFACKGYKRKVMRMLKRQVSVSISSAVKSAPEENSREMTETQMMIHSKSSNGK
CCR6 antag – CCR6 receptor antagonists, primary screen, cell-based, CHO-K1, luminescence, beta-arrestin, uHTS | 340,000 compounds, 0.49% hits | C-C chemokine receptor type 6 (Homo sapiens), P51684 | CHO-K1 CCR6 PathHunter beta-arrestin, CCL20-stimulated | inhibition, % at 20 µM;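 active = compounds whose inhibition of the agonist-driven luminescence signal at 20 µM reaches about 50%, limit read from the data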;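 also: cells stimulated with CCL20 at 14 nM final; plate controls were DMSO with CCL20 for no effect and DMSO without agonist for full effect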
CXCR6 inh – CXCR6 receptor inhibitors, primary screen, cell-based, beta-arrestin, luminescence, CHO-K1 PathHunter, 1536-well | 360,000 compounds, 0.36% hits | inhibition, % at 20 µM; in the data active = inhibition above about 34%, passing the limit was not always enough;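 also: antagonist mode with CXCL16 agonist at 10 nM final; 0% = 10 nM CXCL16 with DMSO and 100% = unstimulated wells without agonist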
Jurkat NFkB inh – inhibitors of induced NF-kB luciferase reporter, primary screen, TCR NF-kB activation inhibitor project, cell-based, luminescence, uHTS. Jurkat, PMA/ionomycin-induced NF-kB luciferase reporter. 330,000 compounds, 0.53% hits. inhibition, % at 4 µM; in the data active = inhibition above about 50%
APJ antag – antagonists of human apelin receptor APJ, primary screen, CHO-K1 cells, beta-arrestin complementation, luminescence. inhibition, % at 20 µM. 330,000 compounds, 0.32% hits. P35414. AID 2521, 2010;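 active = inhibition above about 40% at 20 µM, limit read from the data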;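 also: cells challenged with 10 nM apelin-13 agonist together with compound; plate controls were apelin-13 plus DMSO wells for no effect and DMSO wells lacking apelin-13 for full effect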
Target sequence (P35414 whole entry, looked up): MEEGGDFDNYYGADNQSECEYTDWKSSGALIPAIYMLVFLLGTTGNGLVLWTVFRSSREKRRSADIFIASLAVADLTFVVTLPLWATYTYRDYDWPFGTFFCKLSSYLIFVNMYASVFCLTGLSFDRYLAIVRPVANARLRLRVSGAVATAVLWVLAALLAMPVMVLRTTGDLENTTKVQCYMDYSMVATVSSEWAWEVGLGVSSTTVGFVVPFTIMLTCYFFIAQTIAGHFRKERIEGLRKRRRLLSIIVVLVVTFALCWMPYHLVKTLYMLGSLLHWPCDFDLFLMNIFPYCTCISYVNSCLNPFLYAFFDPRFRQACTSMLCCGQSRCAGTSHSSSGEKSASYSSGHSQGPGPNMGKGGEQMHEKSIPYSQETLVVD
UBC13 polyUb – UBC13 polyubiquitin chain formation inhibitors, primary screen, biochemical, TR-FRET, uHTS | Ubiquitin-conjugating enzyme E2 N (Homo sapiens), P61088 | inhibition, % at 20 µM | 330,000 compounds, 0.47% hits | AID 485273, 2010; in the data active = inhibition above about 45%, passing the limit was not always enough
Target sequence (P61088 whole entry, looked up): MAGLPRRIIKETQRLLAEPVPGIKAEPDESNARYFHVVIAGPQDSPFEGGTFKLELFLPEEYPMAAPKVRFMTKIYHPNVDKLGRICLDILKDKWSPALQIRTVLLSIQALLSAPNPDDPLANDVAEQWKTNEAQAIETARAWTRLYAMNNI
Numbers without * were called inactive; . = no result given.

cpd	mol	697 NFkB inh	Gli-Sufu block	EBI2 antag	CCR6 antag
1	Nc1ccc(NC(=S)Nc2ccccc2)cc1	.	-2	12	7
2	CCN1C(=O)[C@H]2[C@@H](c3ccc(-c4ccc(C(C)=O)cc4)cc3)N[C@@](C)(C(=O)OC)[C@H]2C1=O	13	3	0	-2
3	O=C(COC(=O)c1cc(=O)[nH]c2ccccc12)NC(=O)NC1CCCCC1	9	-9	-1	2
4	COc1cc(OC)c(C2Nc3cccc4cccc(c34)N2)c(OC)c1	-39	2	17	8
5	CC12CCC(=O)C=C1CCC1C2C(=O)CC2(C)C1CC[C@]2(O)C(=O)CO (stereo partly specified)	18	8	3	6
6	Cc1[nH]c(C)c(S(=O)(=O)N(Cc2ccccc2)C(C)(C)C)c1C(=O)N1CCCC1	-22	3	-7	-4
7	CCC1(CC)C(=O)NN(c2ccccc2)C1=O	19	-36	-12	-11
8	COC(=O)c1ccc(C2SCC(=O)N2Cc2ccccc2)cc1 (stereo unspecified)	-12	1	3	10
9	CCC1C(c2ccccc2)=CCC(C(=O)O)C1C (stereo unspecified)	.	6	-4	0
10	COc1ccc([C@H]2CC(=O)C=C(c3ccccc3-c3ccccc3)C2)cc1	-12	3	7	14
11	NC(=O)c1c(NC(=O)Cn2cnc([N+](=O)[O-])n2)sc2c1CCCC2	7	6	-7	0
12	CC(=O)C1=C(O)C(=O)N(c2ccccn2)C1c1ccc(C)cc1 (stereo unspecified)	11	-15	-3	11

cpd	CXCR6 inh	Jurkat NFkB inh	APJ antag	UBC13 polyUb
1	7	.	.	.
2	-5	8	8	-8
3	-3	1	4	14
4	-8	4	27	-25
5	1	-16	17	4
6	-15	-3	-16	-11
7	-1	7	6	3
8	9	4	12	7
9	-1	.	.	.
10	25	40	3	-2
11	4	0	-13	13
12	6	-18	9	0

Further results:
cpd	mol	697 NFkB inh	Gli-Sufu block	EBI2 antag	CCR6 antag
13	Cn1c(CCC(=O)OCC(=O)NCc2ccccc2Cl)nc(=O)c2ccccc21	8	1	-6	-11
14	CC1=CC(C)(C)N=C(Nc2ccc(C)cc2)S1	-23	-34	-14	13
15	CC1(C)c2ccccc2N2CC(=O)N[C@@]21/C=C/C=C/c1ccccc1	9	9	-2	24
16	COc1ccc(C(=O)N2CCN(c3nnnn3-c3ccccc3)CC2)cc1OC	25	9	-3	-6
17	COc1ccc(NCc2cc3cc(OC)ccc3[nH]c2=O)cc1	-23	-23	7	2
18	O=C(Nc1cccc(O)c1)c1cccc(S(=O)(=O)N2CCCC2)c1	10	-2	-1	7
19	COc1ccc(C(=O)C2CCCN(Cc3cc(Cl)ccc3O)C2)c(OC)c1 (stereo unspecified)	4	27	21	5
20	CCCCC(CC)CNC(=O)C1C2C=CC(C2)C1C(=O)O (stereo unspecified)	0	-2	-2	-9
21	Cc1ccccc1OCCC(=O)Nc1ccc(F)c(Cl)c1	-5	3	7	11
22	Cc1cccc(NNC(=S)Nc2c(C)cccc2C)c1	-9	20	-2	16
23	CC(=O)Nc1ccc(S(=O)(=O)N(C)CC(=O)N(C)Cc2sccc2C)cc1	-1	-1	-5	3
24	c1ccc(CCNc2ccc3nncn3n2)cc1	5	6	4	12

cpd	CXCR6 inh	Jurkat NFkB inh	APJ antag	UBC13 polyUb
13	7	9	6	3
14	1	-33	-11	3
15	6	10	16	2
16	1	10	-1	0
17	-13	7	-13	-34
18	7	-2	13	2
19	-6	2	7	-2
20	-3	6	5	9
21	-9	6	7	16
22	-7	-7	-22	1
23	4	-13	-62	9
24	5	-9	-71	-6

Shown with one line to a screen: entries from further up.
#12 CC(=O)C1=C(O)C(=O)N(c2ccccn2)C1c1ccc(C)cc1 (stereo unspecified)
#13 Cn1c(CCC(=O)OCC(=O)NCc2ccccc2Cl)nc(=O)c2ccccc21
#14 CC1=CC(C)(C)N=C(Nc2ccc(C)cc2)S1

| screen / no. | 12 | 13 | 14 |
| --- | --- | --- | --- |
| 697 NFkB inh | 11 | 8 | -23 |
| Gli-Sufu block | -15 | 1 | -34 |
| EBI2 antag | -3 | -6 | -14 |
| CCR6 antag | 11 | -11 | 13 |
| CXCR6 inh | 6 | 7 | 1 |
| Jurkat NFkB inh | -18 | 9 | -33 |
| APJ antag | 9 | 6 | -11 |
| UBC13 polyUb | 0 | 3 | 3 |

Other results.
cpd	mol	697 NFkB inh	Gli-Sufu block	EBI2 antag	CCR6 antag
25	COc1cc(/C=N/NC(=O)c2cc(-c3ccccc3C)nc3ccccc23)cc(OC)c1O	-7	3	3	8
26	Cc1ccnc(SCc2cc(=O)c(OC(=O)c3cc([N+](=O)[O-])ccc3Cl)co2)n1	-8	-2	-1	16
27	CC(=O)Nc1ccc(-n2c(C)ccc2-c2ccccc2)cc1	-8	-7	-15	3
28	CC(C)(C)CC(C)(C)SSc1n[nH]c(=S)s1	.	9	-57	7
29	CCOCCCNC(=O)c1ccc(CS(=O)(=O)c2cccc(C(F)(F)F)c2)o1	2	-6	-7	3
30	Cc1ccc(CNC(=O)C2CC(c3cccc([N+](=O)[O-])c3)=NO2)o1 (stereo unspecified)	-62	-6	1	7
31	COc1cccc(Cn2c(-c3nonc3N)nc3ccccc32)c1	-19	15	-2	6
32	COc1cccc(/C=N/NC(=O)c2ccc(-c3ccccc3)cc2)c1O	-26	34	3	0
33	CSc1ccccc1NC(=O)c1noc(C)c1[N+](=O)[O-]	-17	7	-11	-5
34	COc1ccc(C2CC(c3ccccc3)=NN2c2ccc(S(N)(=O)=O)cc2)cc1 (stereo unspecified)	7	3	2	17
35	COC(=O)C1=C(N)Oc2cc(C)n(CC3CCCO3)c(=O)c2C1c1ccccc1OC (stereo unspecified)	17	5	-3	11
36	Cn1nccc1NC(=O)CC(CC(=O)O)c1ccccc1 (stereo unspecified)	-33	2	-11	-8

cpd	CXCR6 inh	Jurkat NFkB inh	APJ antag	UBC13 polyUb
25	5	-7	11	-14
26	12	14	4	14
27	-19	2	-10	5
28	3	.	.	.
29	3	1	14	3
30	3	-23	7	-1
31	5	51*	13	9
32	-5	24	0	-17
33	-2	2	4	-9
34	5	6	5	30
35	-16	6	7	9
36	-16	-27	-1	-6

Carrying on:
cpd	mol	697 NFkB inh	Gli-Sufu block	EBI2 antag	CCR6 antag
37	Cc1cccc2cc(CNCC3CCCO3)c(Cl)nc12 (stereo unspecified)	19	12	-7	21
38	Cc1oc(-c2ccccc2F)nc1CS(=O)(=O)CC(=O)NC1CCCC1	8	1	-6	13
39	Cc1c(OCC(=O)NC2CCN(Cc3ccccc3)CC2)ccc2c3c(c(=O)oc12)CCC3	9	20	2	43
40	COc1ccc(S(=O)(=O)/N=C2/NC(=O)/C(=C\c3ccco3)S2)cc1	15	-5	-9	3
41	CCOc1ccccc1OCC(=O)N/N=C(\C)Cc1ccc(OC)cc1	13	37	5	-5
42	O=c1oc(-c2cccc(S(=O)(=O)N3CCOCC3)c2)nc2ccccc12	18	4	-6	3
43	COc1cc(OC)c(C(=O)Nc2ccc(N(C)C)cc2)cc1OC	-26	-26	-1	-13
44	CC(C)Cc1ccc(CN2CCCC(NC(=O)CCN3CCCCC3=O)C2)cc1 (stereo unspecified)	-5	24	2	2
45	COc1ccc(C(=O)Nn2c(SCc3ccc([N+](=O)[O-])cc3)nc3ccccc3c2=O)cc1	-112	6	9	17
46	Cc1ccc(S(=O)(=O)N2CCN(C(=O)C(Cc3ccccc3)NC(=O)c3ccccc3)CC2)cc1 (stereo unspecified)	-1	-19	-4	-9
47	COc1ccc(C(C)NC(=O)c2ccc(Br)cc2)cc1OC (stereo unspecified)	-4	1	-7	17
48	O=C(CN(C(=O)CCC(=O)Nc1nccs1)c1ccc(F)cc1)NCc1ccccc1	2	-11	9	7

cpd	CXCR6 inh	Jurkat NFkB inh	APJ antag	UBC13 polyUb
37	-12	0	-12	9
38	-1	18	8	4
39	-5	-3	20	32
40	5	-4	-5	-13
41	-4	-2	-5	8
42	-2	7	-3	6
43	3	-27	-18	-5
44	2	9	6	6
45	13	-81	25	6
46	1	-21	-14	0
47	-5	7	10	5
48	0	-2	-6	5

(further entries)
cpd	mol	697 NFkB inh	Gli-Sufu block	EBI2 antag	CCR6 antag
49	N#CC1=C(Nc2ccccc2)SC=C(c2ccccc2)N=C1N1CCOCC1	.	-18	-7	12
50	O=C(N/N=C1\CC2CC=CC12)c1ccc(Br)cc1 (stereo unspecified)	7	-1	-9	-6
51	CCN(CC(=O)NCc1ccco1)S(=O)(=O)c1ccc(OC)cc1	-2	-10	9	10
52	Cc1sc(NC(=O)C2=COCCO2)nc1-c1ccc(Br)cc1	-63	37	3	3
53	O=C(COc1ccc(Cl)cc1)NCCc1ccccn1	2	22	2	2
54	CCC(=O)N(C1=C(NC)C(=O)c2ccccc2C1=O)C(C)C	52*	-4	-10	-6
55	Cc1ccc(-c2nc(CNC(=O)c3ccco3)cs2)cc1	-44	2	2	24
56	CCOC(=O)COn1c(=O)c(=O)n(O)c2ccccc21	18	21	-5	3

cpd	CXCR6 inh	Jurkat NFkB inh	APJ antag	UBC13 polyUb
49	0	.	.	.
50	6	-10	-10	-15
51	4	5	-5	-3
52	2	-10	7	-4
53	4	-3	-1	-2
54	-9	35	-23	-83
55	2	-5	-49	-5
56	-10	2	-6	-8

Rewritten tab-delimited: part of the list above.
#	compound	697 NFkB inh	Gli-Sufu block	EBI2 antag	CCR6 antag	CXCR6 inh	Jurkat NFkB inh	APJ antag	UBC13 polyUb
30	Cc1ccc(CNC(=O)C2CC(c3cccc([N+](=O)[O-])c3)=NO2)o1 (stereo unspecified)	-62	-6	1	7	3	-23	7	-1
6	Cc1[nH]c(C)c(S(=O)(=O)N(Cc2ccccc2)C(C)(C)C)c1C(=O)N1CCCC1	-22	3	-7	-4	-15	-3	-16	-11
41	CCOc1ccccc1OCC(=O)N/N=C(\C)Cc1ccc(OC)cc1	13	37	5	-5	-4	-2	-5	8
51	CCN(CC(=O)NCc1ccco1)S(=O)(=O)c1ccc(OC)cc1	-2	-10	9	10	4	5	-5	-3

High-throughput results: PubChem, Sanford-Burnham Center for Chemical Genomics
